# TDP1 cell CPT – DT40-hTDP1 cell growth loss with CPT; chicken DT40 Tdp1-/-;hTDP1 cells + 20 nM CPT, ATP luminescence, 48 h; Potency, µM (series often up to 46.2 µM), inactives show top-dose activity change, negative = growth inhibition, actives largely listed as inhibitors; actives 12% (n = 420,000); note: nearly all actives have a fitted effect of over 55% in size
#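 Cell growth measured by CellTiter-Glo luminescence after a minimum 48 h, 37 C compound exposure with 20 nM CPT in Tdp1-knockout DT40 cells stably expressing hTDP1, seeded 400/well; qHTS titration format.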
# N370S GC mod – inhibits or activates N370S mutant glucocerebrosidase. Potency, µM (highest dose often 59.4 µM), for the others: at the top dose activity change, negative = inhibition, actives largely listed as inhibitors. P04062. actives 0.092% (n = 330,000). N370S GC spleen homogenate, 4MU-glucoside fluorescence;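 note: 0% = full enzyme activity and -100% = no enzyme basal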
# FEN1 inhibitor – blocks human flap endonuclease 1; P39748; Recombinant FEN1 flap cleavage, fluorescence, 15 min; Potency, µM (titrated, usually from 114 µM), inactives show at the highest dose activity change, negative = inhibition, most hits filed as inhibitors; actives 0.35% (n = 390,000); AID 588795; note: nearly all actives have a fitted effect of over 65% in size
# Target sequence (P39748 whole entry, looked up): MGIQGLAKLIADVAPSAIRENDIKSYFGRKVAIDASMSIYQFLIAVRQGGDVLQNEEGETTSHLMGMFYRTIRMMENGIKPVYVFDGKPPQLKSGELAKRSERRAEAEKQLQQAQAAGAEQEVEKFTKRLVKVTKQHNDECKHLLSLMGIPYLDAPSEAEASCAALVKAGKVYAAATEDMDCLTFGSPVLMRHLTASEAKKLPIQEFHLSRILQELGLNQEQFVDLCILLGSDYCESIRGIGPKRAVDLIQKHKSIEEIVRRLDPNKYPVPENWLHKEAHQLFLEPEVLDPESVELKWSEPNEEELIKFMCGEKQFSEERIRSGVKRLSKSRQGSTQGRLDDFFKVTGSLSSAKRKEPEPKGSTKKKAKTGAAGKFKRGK
#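 Quantitative HTS format: each compound was titrated, incubated with 10 nM nuclease for 15 min at room temperature, then challenged with flap substrate at 50 nM final. Signal change over 15 min gave concentration–effect curves.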
# An asterisk follows results filed as active; ? = inconclusive; · = no result given; & = joins results of further samples; [ ] = remark or other dose. Calls come from the whole dose curve; as a rule, active = well fitted curve in the direction sought with a large enough effect; inconclusive = small, poorly fitted or top-dose-only effect, or another doubt; inactive = no such curve, though single readings can be large; an effect the other way counts as inactive or inconclusive. Unless noted, % is set by controls: 0 for no effect and ±100 for the full control effect; potency is the fitted concentration of half-maximal effect. A portion of the library; the hit share may differ from the screen's.
canonical_smiles | TDP1 cell CPT | N370S GC mod | FEN1 inhibitor
Cc1noc2nc(C(=O)O)nc(N3CCCCC3)c12 | ? | · | -9%
COCCNC(=O)c1ccc(CN2CCC(Cc3ccccc3)CC2)cc1 | -3% | -4% | 11%
O=C(Nc1ccc(NC(=O)c2cccs2)cc1)c1ccc(Br)o1 | ? | 6% | -4%
O=C(Nc1nc(-c2cccs2)cs1)c1cccc(S(=O)(=O)N2CCCCC2)c1 | ? | -3% | -10%
O=C(ONC1=NCCCCC1)c1ccc(Cl)cc1 | 21µM* | 4% | -2%
CC(C)c1nn2c(=O)cc(COC(=O)CNC(=O)c3ccccc3)nc2s1 | -23% | · | 2%
COc1ccc(C(=O)NCCc2nnc3ccc(SCC(=O)Nc4cc(C)on4)nn23)cc1 | -8% | 5% | 0%
Cc1ccc(-c2n[nH]c(=O)c3ccccc23)cc1S(=O)(=O)NCCO | -21% | -9% | -15%
Cc1ccc(NC(=O)Nc2nnc(CSCCOc3ccc(Cl)cc3)s2)cc1 | -25% | 1% | -6%
COC(=O)c1c(SC)nc2ccccc2c1OCc1ccc(C)cc1C | ? | · | 14%
Cc1ccc(SCC(=O)O/N=C(\N)c2ccncc2)cc1 | 0% | 0% | 16%
O=C(Cc1cccs1)Nc1nnc(-c2ccncc2)s1 | -16% | 1% | -11%
COc1ccc(NC(=O)CN(C)C(=O)c2ccc3[nH]c4c(c3c2)CC(C)CC4)cc1 (configuration not stated) | -19% | -6% | -5%
Cn1c(=O)n(C)c2cc(NC(=O)COc3ccc(F)cc3F)ccc21 | ? | 13% | -13%
COc1ccc(CNC(=O)COC(=O)c2cccn2C)cc1 | 16% | · | 4%
CN(CCC#N)C(=S)NC(=O)c1ccc(S(=O)(=O)N2CCOCC2)cc1 | 7% | -9% | -5%
CCOC(=O)N1CCN(/[N+]([O-])=N/Oc2ccc([N+](=O)[O-])cc2[N+](=O)[O-])CC1 | · | -23%&-6% | 9%
COc1ccc2[nH]cc(S(=O)(=O)c3ccc(F)cc3)c(=O)c2c1 | ? | -14% | 14%
CCCSc1ccc(-c2nn(-c3ccccc3)cc2/C=C(/C#N)C(=O)NCCCOC)cc1 | -11% | 0% | -3%
CC(=O)c1cccc(S(=O)(=O)N2CCCC(c3nc(-c4ccc(C)o4)no3)C2)c1 (configuration not stated) | 18µM* | -9% | -18%

# An excerpt from above, limited to N370S GC mod.
SMILES | N370S GC mod
CCCSc1ccc(-c2nn(-c3ccccc3)cc2/C=C(/C#N)C(=O)NCCCOC)cc1 | 0%
COCCNC(=O)c1ccc(CN2CCC(Cc3ccccc3)CC2)cc1 | -4%

# Next results:
canonical_smiles | TDP1 cell CPT | N370S GC mod | FEN1 inhibitor
CN(Cc1nc2ccccc2c(=O)[nH]1)C(=O)c1cccc(S(=O)(=O)N2CCCC2)c1 | -17% | · | -3%
NNC(=O)c1ccc(CN2C(=O)c3cccc4cccc2c34)cc1 | ? | 5% | -17%
Cc1ccc2[nH]c3c(=O)n(CCc4cnc[nH]4)cnc3c2c1 | -15% | 13% | -3%
Cc1ccc(C)c(N2CCN(CCCNC(=O)Cn3cccc3C(=O)c3ccccc3)CC2)c1 | 5.2µM* | -7% | -12%
OCCC#Cc1ccc(CN2CCN(Cc3ccccc3)C(CCO)C2)cc1 (configuration not stated) | -23% | 15% | 4%
COc1cc(/C=C(/NC(=O)c2ccccc2)C(=O)N2CCN(C)CC2)c([N+](=O)[O-])cc1OC | 4% | -4% | -4%
CCN(CC)c1nc(N2CCOCC2)c(C#N)c2c1CN(C)CC2 | 7% | -3% | -3%
CCCc1nnc(NC(=O)C2CCN(C(=O)c3ccco3)CC2)s1 | -4% | 3% | 1%
CCOc1ccc(OCC)c(NC(=O)CCc2c(C)nc3c(c2C)c(=O)n(C)c(=O)n3C)c1 | ? | · | -9%
CC(=O)Nc1ccc(S(=O)(=O)N=S(C)(C)=O)cc1 | ? | -3% | 2%
Cc1ccc(CCNC(=O)c2ccc(CS(=O)(=O)c3ccccc3C)o2)cc1 | -18% | 1% | 7%
COc1ccc(CCn2c(=O)c3cccnc3n(CC(=O)Nc3c(C)cccc3C)c2=O)cc1OC | 14% | · | -6%
CCc1nc(Nc2ccc(OC)c(OC)c2)c2nnn(Cc3ccccc3Cl)c2n1 | -114% | ? | -9%
Cc1cccc(NC(=O)c2cccs2)n1 | -9% | 4% | 1%
Cc1nc2cc(N3CCN(C)CC3)c(NC(=O)Cc3ccccc3)cc2c(=O)n1Cc1ccccc1 | ? | -4% | 7%
CCOc1ccccc1C(=O)NCC(=O)N(C)Cc1ccccc1C | ? | -13% | 11%
O=C(CCCC(=O)N/N=C/c1ccccc1C(=O)O)N/N=C/c1ccccc1C(=O)O | -20% | 2% | 5%
COc1ccc(/C(O)=C2\C(=O)C(=O)N(Cc3ccco3)C2c2ccc(OC)cc2OC)cc1 (configuration not stated) | 29µM* | -11% | ?
CCC(C)NC(=O)COC(=O)c1csc2c1CCCC2 (configuration not stated) | -13% | 14% | 15%
O=C(COc1cccc(Br)c1)Nc1ccc(N2CCOCC2)cc1N1CCOCC1 | 18µM* | · | 12%

canonical_smiles | TDP1 cell CPT | N370S GC mod | FEN1 inhibitor
Cc1ccc(S(=O)(=O)c2cccc(S(=O)(=O)N3CCOCC3)c2)cc1S(=O)(=O)N1CCOCC1 | -9% | 0% | 0%
CCCN1CCN(C(=O)c2ccccc2-c2nc3ccccc3s2)CC1 | 0% | 3% | -4%
CC(C)C(CCNC1CCN(C)CC1)c1ccc(Cl)cc1 (configuration not stated) | 4.6µM* | 0% | -12%
O=C(O)COCC(=O)Nc1ccc(-n2nc(C(F)(F)F)cc2-c2cccs2)cc1 | 11% | -4% | 1%
C=CCNS(=O)(=O)c1ccc(N2C(=O)c3ccccc3C2=O)cc1 | -6% | -6% | -3%
O=[N+]([O-])c1ccc(O)c(CNCc2ccccc2)c1 | -2% | · | -8%
CCC(C)c1ccc(NC(=S)NCCn2cc(Cl)cn2)cc1 (configuration not stated) | ? | -18% | -3%
Cc1cc(C)nc(Nc2ccc(C(=O)O)cc2)n1 | -10% | -20% | -10%
CCN1CCN(c2ccc(S(=O)(=O)N3CCOCC3)cc2NC(=O)c2sccc2C)CC1 | -7% | -2% | -2%
CC(C)Cn1c(SCC(=O)NC(=O)NC2CCCC2)nc2ccccc21 | 26µM* | 0% | -8%
Brc1ccccc1/C=N/N1CCCCC1 | -12% | -5% | -4%
Cc1c(CN2CCN(CC(C)(C)C)C(CCO)C2)[nH]c2ccccc12 (configuration not stated) | 0% | -5% | -4%
COc1ccc2cc1Oc1ccc(cc1)C[C@H]1c3c(cc4c(c3Oc3cc5c(cc3OC)CCN(C)[C@@H]5C2)OCO4)CCN1C | 6.5µM* | ? | ?
COc1cccc(-c2nnc3sc(-c4ccccc4)nn23)c1 | ? | 3% | 1%
CCOC(=O)C1=C(CC)Nc2ccccc2N/C1=N\S(=O)(=O)c1cc(Br)ccc1Br | -5% | 3% | 2%
COc1ccc(-c2nn(-c3ccccc3)cc2/C=N/Nc2ccccn2)cc1OC | 7.3µM* | ? | -7%
COC(=O)[C@]1(C)N[C@H](CN(C)C(=O)Nc2ccc(Cl)cc2)[C@@H]2C(=O)N(Cc3ccccc3)C(=O)[C@@H]21 | ? | · | -14%
c1csc(CNCCN2CCOCC2)c1 | -6% | · | 1%
NC(=O)C1(N2CCCCC2)CCN(S(=O)(=O)c2cc(Cl)sc2Cl)CC1 | -8% | -7% | 1%
O=C(c1ccc(C(F)(F)F)cc1)C1CCCN(C(=O)Cn2cncn2)C1 (configuration not stated) | -12% | 0% | 17%

# Compounds shown so far that contain bromine:
canonical_smiles | TDP1 cell CPT | N370S GC mod | FEN1 inhibitor
O=C(Nc1ccc(NC(=O)c2cccs2)cc1)c1ccc(Br)o1 | ? | 6% | -4%
O=C(COc1cccc(Br)c1)Nc1ccc(N2CCOCC2)cc1N1CCOCC1 | 18µM* | · | 12%
Brc1ccccc1/C=N/N1CCCCC1 | -12% | -5% | -4%
CCOC(=O)C1=C(CC)Nc2ccccc2N/C1=N\S(=O)(=O)c1cc(Br)ccc1Br | -5% | 3% | 2%

# (listing goes on)
canonical_smiles | TDP1 cell CPT | N370S GC mod | FEN1 inhibitor
Cc1nnc(SCC(=O)Nc2cccc(S(=O)(=O)NC3=NCCCCC3)c2)n1Cc1ccccc1 | -28% | 2% | 1%
O=C(CCl)Nc1cc(SCC(O)CO)cc([N+](=O)[O-])c1 (configuration not stated) | 4.6µM* | 3% | -17%
CCC1(c2ccccc2)NC(=O)N(CC(=O)Nc2cccnc2Cl)C1=O (configuration not stated) | 1% | · | -18%
Cc1sc(-c2ccccn2)nc1OC(=O)c1ccc(Cl)cc1 | -14% | 2% | -18%
O=S(=O)(c1ccc2nc(N3CCN(c4ccc(F)cc4)CC3)ccc2c1)N1CCCCC1 | ? | 1% | 12%
O=C1CSC2(C(=O)N(Cc3ccccc3)c3ccccc32)N1c1ccc(Cl)cc1 (configuration not stated) | 16µM* | · | -1%
CCCCC1=CC2=CC(=O)C(C)(OC(=O)CC)C(=O)C2=CN1CCOC (configuration not stated) | -20% | -1%[12.8 µM] | 5%
CCn1c(CCC(=O)Nc2nc3c(s2)CCCC3)nc2cc(S(=O)(=O)N(C)C)ccc21 | 9% | 19% | -4%
CCc1ccc(S(=O)(=O)NCc2cccs2)cc1 | -28% | 2% | 4%
CC(=O)N1C(=O)C2(C(C#N)=C(N)Oc3n[nH]c(-c4ccccn4)c32)c2ccccc21 (configuration not stated) | ? | -20% | 7%
Cc1cccc(C(=O)OCC(=O)c2c(N)n(CC(C)C)c(=O)n(C)c2=O)c1O | 23µM* | 1% | 8%
O=C(COc1ccc(Cl)cc1)Nc1c(-c2cccs2)nc2ccccn12 | -15% | 12% | 6%
O=C(NCC(c1ccc2c(c1)OCO2)N1CCOCC1)C(=O)Nc1ccc(Cl)cc1 (configuration not stated) | ? | · | -6%
CC1CCCC(NC(=O)/C=C/c2c(F)cccc2Cl)C1C (configuration not stated) | -29% | · | 2%
CCCNC(=O)CSc1cn(CC(=O)N2CCCCCC2)c2ccccc12 | -18% | · | -12%
COc1ccc(C2=NS(=O)(=O)N(C)C(C(=O)NCc3ccccc3)=C2)cc1OC | ? | -3% | -36%&5%
CCOc1cc(/C=N/n2c(C)nc3ccccc3c2=O)ccc1O | -18% | -12% | -4%
Cc1ccc(OCC(=O)Nc2ccc(S(=O)(=O)N3CCOCC3)cc2)c(Br)c1 | ? | 2% | 1%
CCCCNC(=O)[C@]1(C)CCC[C@@]2(C)C3CC[C@@]4(C)C[C@]3(CCC21)CC4=O (some centres not stated) | -29% | · | -9%
CC(C)c1csc2nc3n(c(=O)c12)CCCCC3 | 16% | -2% | -12%

canonical_smiles | TDP1 cell CPT | N370S GC mod | FEN1 inhibitor
CCCN(CCC)CCCNC(=O)Cn1ncc2c3ccccc3n(Cc3ccc(F)cc3)c2c1=O | 18µM* | · | -1%
COc1cccc(C(=O)OCC(=O)NCCNC(=O)COC(=O)c2cccc(OC)c2OC)c1OC | -14% | -2% | -3%
Cc1ccc(NC(=O)CCN2CCC(C(N)=O)CC2)cc1 | 0% | -8% | -7%
COCCn1c(C)cc(O)c(C(c2ccc(F)cc2)N2CCN(c3ccccc3)CC2)c1=O (configuration not stated) | -7% | · | 17%
Cc1ncsc1C(=O)Nc1nc2c(s1)CC(C)CC2 (configuration not stated) | ? | -1% | -2%
CN(CC(=O)Nc1cccc(F)c1)C(=O)c1cc(-c2ccccc2)nc2ccccc12 | ? | -24% | -8%
CCOC(=O)c1cc(-c2ccc(F)cc2)n(CCC(=O)Nc2nc3ccc(OC)cc3s2)c1C | 18µM* | · | ?
CC(C)Oc1cccc(C(=O)N2CCCC2)c1 | -1% | 7% | 11%
C=CCn1c(SCC(=O)Nc2cc(C)ccc2OC)nnc1-c1ccco1 | -9% | 1% | 0%
NS(=O)(=O)c1ccc(Sc2ccccn2)c([N+](=O)[O-])c1 | -4% | -4% | -3%
CCCn1c2ccccc2c2cnn(CC(=O)NCCCN3CCN(c4ccccc4)CC3)c(=O)c21 | ? | -10% | -20%
CCn1cc(CNC(=O)CSc2nc(-c3ccc(OC)c(OC)c3)cc(C(F)(F)F)n2)c(C)n1 | -16% | 10% | -1%
COC(=O)c1ccc(NC(=O)CSc2cn(CC(=O)N3CCCCC3)c3ccccc23)cc1 | 21µM* | · | 9%
CCOc1ccc(-n2ccnc2SCC(=O)NCc2ccc3c(c2)OCO3)cc1 | ? | -16% | -4%
C=CCN(c1ccccc1C(=O)O)S(=O)(=O)c1ccc(C)cc1 | 9% | -1% | -3%
CCCN1C(=O)C(Cc2nc3ccccc3c(=O)n2C)c2ccccc21 (configuration not stated) | ? | 6% | 10%
CCCCCC1CCC(c2nnc(SCC(C)=O)o2)CC1 (configuration not stated) | 1% | 4% | 0%
CC(=O)Nc1c2c(nn1-c1cccc(C)c1)CSC2 | -12% | -1% | -9%
CCN(CC(=O)Nc1ccccc1C(F)(F)F)C(=O)Cc1ccc2c(c1)CCC2 | -29% | · | -1%
COc1cc(CN2CCN(c3cccc(C)c3C)CC2)cc(Br)c1O | 13µM* | 1%[2.35 µM] | -32%
CCC(=O)Nc1c(C(=O)N2CCN(c3ccc(F)cc3)CC2)oc2ccccc12 | 13µM* | · | -14%
